# PAD4 inh: blocks human protein arginine deiminase 4; AID 485272; inhibition, % at 6.36 µM; hit rate 0.41% among 330,000; recombinant PAD4, RCA probe fluorescence polarization;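 active = percent inhibition above a cutoff equal to the mean of all tested compounds plus 3 SD, cut at about 15% in these data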;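 note: 0% = PAD4 with RCA probe and DMSO and 100% = probe without PAD4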
# PAFAH2 FP inh: PAFAH2 (human) inhibition | recombinant PAFAH2, FP-rhodamine activity probe, fluorescence polarization | hit rate 0.99% among 340,000 | Q99487 | inhibition, % at 3.39 µM;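 active = inhibition above the mean over all tested compounds plus 3 SD, cut at about 30% in these data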;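 note: inhibitors block probe labeling of enzyme so polarization drops; 0% = enzyme with DMSO and 100% = wells lacking PAFAH2 protein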
# GSTO1 counter: blocks human GSTO1 in RBBP9 counter-screen | P78417 | hit rate 1.1% among 300,000 | inhibition, % at 5.96 µM | recombinant GSTO1, activity-based probe fluorescence polarization;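 active = inhibition above the campaign mean inhibition plus 3 SD, cut at about 35% in these data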;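 note: 0% = GSTO1-1 with DMSO and 100% = wells lacking GSTO1-1 enzyme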
# Target sequence (P78417 whole entry, looked up): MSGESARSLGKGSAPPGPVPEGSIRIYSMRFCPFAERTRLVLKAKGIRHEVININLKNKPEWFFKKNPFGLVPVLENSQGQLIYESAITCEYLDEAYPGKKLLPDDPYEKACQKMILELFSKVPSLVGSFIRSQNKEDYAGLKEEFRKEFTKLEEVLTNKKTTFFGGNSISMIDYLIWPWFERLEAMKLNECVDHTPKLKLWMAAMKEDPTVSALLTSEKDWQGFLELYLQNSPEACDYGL
# ZTA DNA inh: blocks Epstein-Barr virus ZTA, an EBNA-1 counter-screen; P03206; ZTA-DNA binding, fluorescence polarization; inhibition, % at 11 µM; hit rate 0.15% among 320,000; AID 2234; in the data active = inhibition above about 33%
# Target sequence (P03206 whole entry, looked up): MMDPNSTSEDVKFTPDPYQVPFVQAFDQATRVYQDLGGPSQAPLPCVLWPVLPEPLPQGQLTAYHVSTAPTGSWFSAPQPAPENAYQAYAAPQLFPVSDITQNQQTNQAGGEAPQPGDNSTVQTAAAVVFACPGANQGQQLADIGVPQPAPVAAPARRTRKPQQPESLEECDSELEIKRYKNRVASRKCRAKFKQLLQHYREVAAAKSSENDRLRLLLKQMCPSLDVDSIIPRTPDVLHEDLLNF
# LYPLA1 inh: counter-screen for PME1 inhibitors: inhibitors of human LYPLA1. recombinant LYPLA1, FP-Rh probe fluorescence polarization. AID 2174. inhibition, % at 5.9 µM. hit rate 0.16% among 320,000;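 active = inhibition above the mean of all tested compounds plus 3 SD, set per campaign, cut at about 14% in these data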;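 note: inhibitors block serine hydrolase probe labeling of LYPLA1 so polarization falls; 0% = enzyme with DMSO and 100% = wells lacking LYPLA1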
# Target sequence (O75608 whole entry, looked up): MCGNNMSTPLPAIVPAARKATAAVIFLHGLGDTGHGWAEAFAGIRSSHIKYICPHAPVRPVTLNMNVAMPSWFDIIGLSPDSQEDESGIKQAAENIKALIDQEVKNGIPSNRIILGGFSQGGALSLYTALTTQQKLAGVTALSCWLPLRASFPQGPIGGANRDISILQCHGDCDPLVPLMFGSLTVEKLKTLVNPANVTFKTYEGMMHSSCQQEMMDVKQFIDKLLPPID
# EBNA-1 inh: blocks EBNA-1 binding to DNA. EBNA-1 DNA binding, fluorescence polarization. inhibition, % at 14.8 µM. hit rate 0.34% among 300,000. AID 1950; in the data active = inhibition above about 28%
# LYPLA2 inh: LYPLA2 (human) inhibition in PME1 counter-screen; inhibition, % at 5.9 µM; hit rate 0.38% among 320,000; recombinant LYPLA2, FP-Rh probe fluorescence polarization; AID 2177; O95372;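 active = inhibition above the screen-wide mean plus 3 SD, limit set per campaign, cut at about 26% in these data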;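 note: 0% = LYPLA2 with DMSO and 100% = wells lacking LYPLA2 enzyme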
# Target sequence (O95372 whole entry, looked up): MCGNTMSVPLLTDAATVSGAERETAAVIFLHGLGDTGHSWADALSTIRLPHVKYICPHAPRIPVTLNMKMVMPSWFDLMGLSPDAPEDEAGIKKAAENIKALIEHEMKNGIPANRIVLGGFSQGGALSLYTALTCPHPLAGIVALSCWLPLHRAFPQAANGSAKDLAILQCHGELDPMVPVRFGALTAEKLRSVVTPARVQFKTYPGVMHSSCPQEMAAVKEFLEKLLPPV
# PAFAH1B3 inh: inhibitors of human PAFAH1B3 | hit rate 0.28% among 340,000 | recombinant PAFAH1B3, FP-rhodamine probe, fluorescence polarization | inhibition, % at 3.39 µM | Q15102;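 active = inhibition above the screen-wide average of all tested compounds plus 3 SD, cut at about 25% in these data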;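 note: 0% = enzyme with DMSO only and 100% = wells lacking PAFAH1B3 protein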
# PREPL inhibitor: inhibits the human prolyl oligopeptidase-like enzyme. Q4J6C6. recombinant PREPL, fluorescence polarization activity-based probe. hit rate 0.68% among 320,000. inhibition, % at 5.96 µM; in the data active = inhibition above about 43%;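 note: 0% = enzyme with DMSO and 100% = wells lacking enzyme; many of its hits are not listed in these tables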
# An asterisk follows results filed as active; . = no result given.
SMILES,PAD4 inh,PAFAH2 FP inh,GSTO1 counter,ZTA DNA inh,LYPLA1 inh,EBNA-1 inh,LYPLA2 inh,PAFAH1B3 inh,PREPL inhibitor
CSCCC(NC(=O)c1ccccc1Cl)C(=O)Nc1cccc(S(=O)(=O)N2CCCC2)c1 (stereo not drawn),-1.4,-4.3,-3.3,-1.3,-0.1,-10.6,3.5,1.4,2.4
O=S(=O)(N1CCOCC1)N1CCOCC1,-0.4,8.1,1.6,-12.4,4.2,-6.1,3.6,3.1,-4.2
COc1ccc(-c2c(NC(=O)c3ccco3)oc3ccccc3c2=O)cc1,0.6,-2.1,-6.9,-5.3,-2.1,-7.4,-3.9,5.1,19.6
Cc1ccc(C)c(NC(=O)Cn2cnc3c(oc4ccccc43)c2=O)c1,-3.7,-2.5,0.1,-0.5,-1.4,4.1,1.5,1.1,-5.4
FC(F)(F)c1nnc(-c2ccccc2)nc1Oc1ccccc1,5.4,-0.3,-0.8,17.1,1.4,9.6,-0.6,1.7,5.0
Cc1ccc(-n2ncc3c2CCCC3NC(=O)c2ccoc2)cc1C (stereo not drawn),7.2,3.1,11.8,2.8,-2.2,7.5,-2.8,1.8,-7.1
CCc1cccc(C)c1NC(=O)CSc1ncn[nH]1,-1.5,2.0,-0.3,7.7,-0.9,-1.6,-3.6,-8.3,-1.9
COc1ccc(C2CC(c3c(Cl)cccc3Cl)n3nc(N)nc3N2)cc1 (stereo not drawn),-2.6,4.0,-0.8,-0.3,-3.0,5.0,-3.5,1.6,39.7
N#Cc1ccccc1NC(=O)c1ccc2c(c1)OCCO2,-0.3,16.1,2.8,14.9,-4.8,0.4,-4.8,-2.2,2.5
COc1ccc(C(=O)N(c2ccc(C)cc2)C2C=CS(=O)(=O)C2)cc1OC (stereo not drawn),1.6,1.8,2.4,1.8,1.2,-5.4,-1.4,-2.4,-4.6
CS(=O)(=O)N1CCCC(C(=O)N2CCN(c3cccc(Cl)c3)CC2)C1 (stereo not drawn),1.6,-0.7,-6.6,-9.4,1.9,4.8,5.6,7.1,15.1
Cc1sc(NC(=O)C2=COCCO2)nc1-c1ccc(Br)cc1,2.2,4.8,-5.0,0.8,0.5,6.8,-1.4,2.4,-4.7
Cc1sc2ncn(CC(=O)N3CCN(c4ccc(F)cc4)CC3)c(=O)c2c1S(=O)(=O)N1CCOCC1,-0.6,-1.4,0.9,22.6,-1.2,2.4,3.3,-0.1,16.0
COc1ccc(OC)c2[nH]c(=O)c(CCNC(=O)c3ccc(S(=O)(=O)N(C)C)cc3)cc12,-1.9,1.7,2.3,-12.6,-2.0,0.6,1.8,-2.4,-0.3
Cc1ccc(NC(=O)NNC(=O)c2snnc2C)cc1,1.2,6.7,11.1,19.0,-1.0,-1.7,-0.1,13.2,7.0
COc1ccc(C(C)=O)cc1COC(=O)Cc1n[nH]c(=O)c2ccccc12,-2.6,3.8,7.2,-9.9,-1.9,0.8,-0.6,-1.2,13.1
COc1ccc(C2N=C(c3ccccc3)C(C)(C)N2O)cc1 (stereo not drawn),-0.8,1.6,1.1,-0.2,3.1,9.5,4.0,-4.4,2.0
CC(=O)Nc1cccc(C(=O)N/N=C/c2c[nH]c3ccccc23)c1,-0.4,6.0,0.2,-14.1,2.0,1.2,3.7,9.0,-0.8
COc1ccc(-c2nc(CS(=O)(=O)CC(=O)NCCc3ccc(C)cc3)c(C)o2)cc1,-4.2,0.0,-9.2,2.8,2.8,-4.7,4.7,5.1,-7.0
CC(C)NS(=O)(=O)c1ccc(NC(=O)C(C)OC(=O)CCC2CCCC2)cc1 (stereo not drawn),0.8,1.5,.,-7.2,-3.8,.,0.9,11.5,2.2
O=C(CCCN1C(=O)C(c2ccccc2)Oc2cccnc21)Nc1cccc(F)c1 (stereo not drawn),-2.8,4.0,-1.2,-11.5,1.8,-7.9,2.6,-2.5,-36.9
CCCCNC(=O)c1ccccc1NC(=O)CN(c1ccccc1)S(=O)(=O)N(C)C,0.8,-7.5,0.3,-13.3,2.9,3.7,2.7,2.8,23.1
CC(Sc1nnc(C2CCCCC2)n1N)C(=O)NCc1ccc2c(c1)OCO2 (stereo not drawn),-5.7,1.0,0.5,3.2,2.9,-7.5,4.8,6.8,16.7
COc1ccc([N+](=O)[O-])cc1NC(=O)C1(c2ccc(OC)c(OC)c2)CCOCC1,0.4,.,0.4,14.2,2.6,1.0,1.8,.,-2.6
CCN(CC)S(=O)(=O)c1ccc(N2CCOCC2)c(NS(=O)(=O)c2ccc(C)cc2)c1,5.7,8.3,0.0,1.2,0.4,-4.8,2.8,0.0,0.0

# Further compounds:
SMILES,PAD4 inh,PAFAH2 FP inh,GSTO1 counter,ZTA DNA inh,LYPLA1 inh,EBNA-1 inh,LYPLA2 inh,PAFAH1B3 inh,PREPL inhibitor
CCCCCCCC(O)CC(CC1CCCCC1)C(=O)NN (stereo not drawn),-1.1,-1.6,0.5,2.2,3.2,2.5,1.5,11.5,4.5
COc1ccc(NC(=O)c2sc3ncn(CC(=O)N4CCN(c5ccccn5)CC4)c(=O)c3c2C)c(OC)c1,-1.9,1.2,1.1,-9.6,0.6,-10.2,1.2,2.9,14.3
COc1cccc(NC(=O)C(OC(=O)/C=C/c2ccc3c(c2)OCO3)c2ccccc2)c1 (stereo not drawn),2.5,-27.7,-8.3,2.9,-19.6,13.1,-45.4,-9.2,-3.2
COC(=O)c1sc2nc(SCc3cccc(F)c3)n(N)c(=O)c2c1C,-0.6,-0.4,-3.1,17.4,1.1,-1.7,9.1,4.5,-7.4
CCOC(=O)c1cnc2ccc(OC)cc2c1NCCc1ccc(OC)c(OC)c1,-2.9,8.6,-1.0,-1.6,-0.9,15.0,-4.9,4.5,7.3
COc1ccc(CCN2CC(C(=O)NCCc3ccc(C(F)(F)F)cc3)CCC2=O)cc1 (stereo not drawn),4.8,2.2,-3.4,7.3,-0.1,6.0,4.9,2.0,9.7
C[C@H](CO)N1C[C@H](C)[C@@H](CN(C)S(=O)(=O)c2cccs2)Oc2c(NC(=O)Nc3ccc4c(c3)OCO4)cccc2C1=O,-2.7,3.4,.,.,.,.,.,2.7,26.1
Cc1nnc(NC(=O)CSc2ncnc3scc(-c4ccccc4)c23)s1,-2.7,-3.6,11.1,13.4,-2.5,34.0*,-0.8,4.6,2.0
COc1ccc(Cl)cc1C(=O)NNC(=O)c1ccncc1,-4.4,2.4,1.9,-7.4,2.5,-6.0,5.3,7.3,-0.8
COc1cccc(NC(=S)N/N=C2\CC(C)(C)Oc3ccc(O)cc32)c1,-2.8,2.9,-4.9,-1.4,-0.8,-1.3,10.7,1.7,7.2
CC(C)C[C@H](NC(=O)Nc1ccc(Oc2ccccc2)cc1)C(=O)O,-4.3,8.9,4.7,12.5,-4.1,13.5,-0.5,3.1,-3.0
CCOc1ccc(N2CC(C(=O)N3CCc4ccccc43)CC2=O)cc1 (stereo not drawn),-6.1,0.9,-3.4,-2.9,-2.5,-7.3,-0.1,4.4,10.8
COc1ccc(NC(=O)C2=C(C)C(=O)OC23CCC(C)CC3)c(OC)c1 (stereo not drawn),-3.2,4.3,-2.3,4.8,1.5,-6.1,-1.8,-6.6,12.8
Cc1ccnc(NC(=O)CCC(=O)N(CC(=O)NCc2ccccc2)Cc2cccs2)c1,-10.6,1.5,-1.0,-12.8,1.9,-30.0,-3.7,-0.7,18.8
CCn1c(/N=C/c2ccc(OC)cc2O)nc2ccccc21,-2.6,2.0,1.4,-7.2,2.1,0.7,6.3,9.7,-0.9
CC(=O)c1ccc(S(=O)(=O)Nc2cccc(-c3ccc4nncn4n3)c2)cc1,-5.8,0.1,-14.8,-2.8,0.1,-4.4,1.4,2.1,1.5
CN(C)S(=O)(=O)c1ccc(S(=O)(=O)N(CC(=O)Nc2ccccc2)Cc2ccco2)cc1,-4.5,-0.8,2.4,4.5,2.5,-4.6,-6.4,0.0,-0.4
COc1ccc(N(CC(=O)NCc2ccccc2OC)S(=O)(=O)c2ccccc2)cc1,-1.9,14.1,8.8,5.2,-0.9,-9.5,-4.8,9.0,-2.7
CC(C)NC(=O)N(C)C[C@H]1Oc2ccc(NS(=O)(=O)c3ccccc3)cc2C(=O)N([C@H](C)CO)C[C@@H]1C,-0.6,14.5,.,.,.,.,.,7.1,7.5
CCN(CC)C(=O)CSc1nc2c(c(-c3cccnc3)c1C#N)CCCC2,1.1,-2.5,-0.3,2.4,-0.7,-0.5,-0.8,11.8,8.1
COc1cccc(NC(=O)c2ccnc(N3CCC(C(=O)NCc4cc(OC)ccc4OC)CC3)c2)c1,-0.2,-9.4,-11.5,-8.1,-2.1,-5.7,8.1,-2.1,11.8
CC(=O)Nc1ccc(NC(=O)CSc2n[nH]c(-c3cccs3)n2)cc1,0.0,1.1,-6.8,-8.8,-2.4,1.2,4.0,-2.7,15.4
COC(=O)c1c(NC(=O)/C=C/C(=O)O)sc(C)c1-c1ccc(C(C)C)cc1,-6.3,1.7,-43.7,2.7,2.0,-12.2,-3.4,1.0,11.4
COC(=O)COc1ccc2c(-c3cccc([N+](=O)[O-])c3)cc(=O)oc2c1,0.1,6.5,-9.2,-16.0,0.6,8.1,1.8,1.6,4.2
COc1ccc(C(=O)Sc2ccc(C)cc2)cc1OC,3.6,9.6,4.6,6.3,-0.1,-9.4,3.8,10.1,5.1

# One compound at a time (already shown). Values in the order: PAD4 inh	PAFAH2 FP inh	GSTO1 counter	ZTA DNA inh	LYPLA1 inh	EBNA-1 inh	LYPLA2 inh	PAFAH1B3 inh	PREPL inhibitor
# Shown for `CCOC(=O)c1cnc2ccc(OC)cc2c1NCCc1ccc(OC)c(OC)c1` : -2.9	8.6	-1.0	-1.6	-0.9	15.0	-4.9	4.5	7.3
# Shown for `CCOc1ccc(N2CC(C(=O)N3CCc4ccccc43)CC2=O)cc1` (stereo not drawn) : -6.1	0.9	-3.4	-2.9	-2.5	-7.3	-0.1	4.4	10.8
# Shown for `COc1cccc(NC(=O)c2ccnc(N3CCC(C(=O)NCc4cc(OC)ccc4OC)CC3)c2)c1` : -0.2	-9.4	-11.5	-8.1	-2.1	-5.7	8.1	-2.1	11.8
# Shown for `C[C@H](CO)N1C[C@H](C)[C@@H](CN(C)S(=O)(=O)c2cccs2)Oc2c(NC(=O)Nc3ccc4c(c3)OCO4)cccc2C1=O` : -2.7	3.4	.	.	.	.	.	2.7	26.1

# Next section
SMILES,PAD4 inh,PAFAH2 FP inh,GSTO1 counter,ZTA DNA inh,LYPLA1 inh,EBNA-1 inh,LYPLA2 inh,PAFAH1B3 inh,PREPL inhibitor
CCCC[C@@H]1CN=C(N)N1CCc1cccc(F)c1,3.6,3.2,1.2,-10.8,-0.8,5.8,8.9,1.1,-6.2
COc1cccc(CN2CCNC(=O)C2CC(=O)NCCc2cccc(C)n2)c1OC (stereo not drawn),-2.5,-1.7,4.9,-0.2,2.4,-8.1,2.2,10.4,1.4
CN1C(=O)c2cccc3c(Cl)ccc(c23)C1=O,3.2,4.8,5.0,4.0,1.4,3.5,2.7,-1.8,0.6
O=C(NCCCCNC(=O)c1c(Cl)cccc1Cl)c1c(Cl)cccc1Cl,2.5,.,-3.3,6.0,-1.1,8.8,-0.3,.,0.8
O=C(O)c1cc2c(s1)CCCC2,0.0,6.0,-1.9,1.5,1.6,0.5,-2.9,5.0,1.0
Cc1ccccc1Nc1nnc(SCC(=O)NCc2cccs2)s1,-1.4,-0.8,-4.1,-27.3,5.9,5.2,-0.1,5.9,8.5
O=C(COc1nnnc2ccccc12)N1CCCc2ccccc21,-2.0,-3.4,1.7,2.2,-0.9,-3.5,16.7,3.8,-1.1
CC(C)n1cnc2cc(NC(=O)c3ccco3)ccc21,-1.6,5.8,1.8,-4.2,-2.1,-1.9,-2.7,0.8,22.2
CN(CCC#N)C(=O)Cn1nc(Cc2ccncc2)c2ccccc2c1=O,-1.5,3.9,1.5,1.0,2.6,-3.0,5.6,2.0,10.2
CN(C)S(=O)(=O)c1cccc(C(=O)OCC(=O)N2CCCC2=O)c1,-1.3,2.8,7.1,-8.8,-1.8,-3.0,-2.2,5.7,1.9
S=c1[nH]nc(COc2ccccc2)n1/N=C/c1ccccn1,3.8,0.1,2.1,-15.0,0.2,1.0,-0.5,7.1,6.4

# Some of the compounds tested; count on the stated rates, not on these rows.
